High-throughput results (PubChem BioAssay)
S1P4 ag: activates the human S1P4 receptor; S1P4-expressing cell line, agonist reporter assay; activation, % at 4.98 µM; 0.35% of 220,000 active; O95977; in the data active means activation above about 11%;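 further: 0% = DMSO vehicle and 100% = reference agonist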
Runt-CBFb FRET: inhibitors of human RUNX1 Runt domain binding to CBFb. inhibition, % at 20 µM. Cerulean-Runt/Venus-CBFb FRET ratio 530/480, 1 h. Q01196+Q13951. 0.46% of 220,000 active;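 active means inhibition over about 50% at 20 µM in the single-dose screen, limit read from the data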;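 further: 0% = DMSO wells and 100% = excess unlabeled CBFb competitor control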
Target sequence (Q01196 whole entry, looked up, the tested form may be a part): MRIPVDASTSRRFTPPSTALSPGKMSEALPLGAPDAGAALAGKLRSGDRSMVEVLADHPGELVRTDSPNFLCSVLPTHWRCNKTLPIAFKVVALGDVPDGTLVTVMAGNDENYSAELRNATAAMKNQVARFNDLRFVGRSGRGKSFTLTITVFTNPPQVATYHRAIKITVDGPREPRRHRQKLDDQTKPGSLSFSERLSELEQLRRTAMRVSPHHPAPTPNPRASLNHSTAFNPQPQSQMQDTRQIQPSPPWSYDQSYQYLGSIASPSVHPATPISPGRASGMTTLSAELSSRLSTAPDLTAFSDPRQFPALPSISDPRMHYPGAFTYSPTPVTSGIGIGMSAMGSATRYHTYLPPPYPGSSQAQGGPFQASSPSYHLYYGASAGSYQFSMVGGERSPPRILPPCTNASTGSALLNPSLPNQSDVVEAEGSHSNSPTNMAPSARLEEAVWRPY
Target sequence (Q13951 whole entry, looked up, the tested form may be a part): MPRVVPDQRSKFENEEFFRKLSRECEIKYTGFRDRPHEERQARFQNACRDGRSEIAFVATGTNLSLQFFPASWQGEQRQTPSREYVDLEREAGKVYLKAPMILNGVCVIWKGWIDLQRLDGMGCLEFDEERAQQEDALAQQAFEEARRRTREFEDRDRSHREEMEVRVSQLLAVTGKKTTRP
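Assay system: Cerulean-Runt domain / Medium: Tris 50 mM pH 7.5, KCl, K2SO4, 0.01% BSA / Timing: protein complex preformed 1 h, compound exposure 1 h, room temperature, dark / Measured by: FRET, excitation 422 nm, emission at 530 and 480 nm / Evaluation: loss of energy transfer signal / Control set: 5 µM unlabeled CBFb as full-inhibition high control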
NPY Y1 blocker: NPY-Y1 (human) receptor antagonism; AID 1040; 1% of 200,000 active; HEK293-CNG Y1 cells, membrane potential fluorescence; NPY at EC95, then isoproterenol; P25929; inhibition, % at 3.6 µM;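 active means inhibition above the campaign mean inhibition of all tested compounds plus 3 SD, cut at about 20% in these data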;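 further: 0% = DMSO wells given NPY plus isoproterenol and 100% = isoproterenol alone without NPY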
Target sequence (P25929 whole entry, looked up): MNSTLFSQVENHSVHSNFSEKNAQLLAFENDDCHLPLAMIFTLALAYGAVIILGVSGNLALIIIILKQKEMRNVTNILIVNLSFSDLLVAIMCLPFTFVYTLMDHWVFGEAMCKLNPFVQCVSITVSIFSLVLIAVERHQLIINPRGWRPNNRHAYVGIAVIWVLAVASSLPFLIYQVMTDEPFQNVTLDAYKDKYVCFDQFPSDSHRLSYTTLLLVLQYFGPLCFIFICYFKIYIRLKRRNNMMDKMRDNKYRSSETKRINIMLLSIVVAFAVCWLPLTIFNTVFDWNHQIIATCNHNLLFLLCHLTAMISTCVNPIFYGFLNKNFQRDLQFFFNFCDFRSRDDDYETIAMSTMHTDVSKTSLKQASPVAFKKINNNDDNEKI
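Material: HEK293 Y1/CNG channel cell line | Also added: NPY (25 nM), isoproterenol (1 µM), Ro 20-1724 (25 µM) | Compound: One concentration, 3.6 µM, in 0.4% DMSO | Schedule: 3 h dye uptake, 1 h room-temperature compound, 45 min post-isoproterenol | Signal: Membrane-potential fluorescent dye readout | Read-out: % inhibition of NPY effect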
NPY1 pot ag: potentiates or activates human NPY-Y1 receptor | AID 1304 | NPY-Y1 expressing cells, potentiator/agonist activation | activation, % at 3.6 µM | 0.37% of 220,000 active | P25929; in the data active means activation above about 33%, passing the limit was not always enough;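 further: cells stimulated with NPY at EC10 then isoproterenol at EC100; 0% = low agonist plus stimulus and 100% = saturating agonist plus stimulus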
Ba/F3 V617F tox: lowers viability of Ba/F3 cells expressing EpoR and JAK2V617F | AID 1446 | ATP luminescence | inhibition, % at 5.6 µM | 1.1% of 220,000 active;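 active means inhibition above the campaign mean plus 3 SD over all tested compounds, cut at about 24% in these data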;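 further: cytokine-independent growth of Ba/F3 cells driven by EpoR plus mutant JAK2; 0% = DMSO-treated cells and 100% = JAK inhibitor I control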
S1P4 antagonist: human S1P4 receptor antagonism; inhibition, % at 4.98 µM; 0.26% of 220,000 active; S1P4-expressing cells, antagonist mode, reporter read-out; AID 1510; in the data active means inhibition above about 29%;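 further: 0% = wells stimulated with agonist and 100% = vehicle wells without agonist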
RBBP9 inhibitor: human RBBP9 hydrolase inhibition; O75884; recombinant RBBP9, FP-Rh probe fluorescence polarization; inhibition, % at 7.94 µM; 0.2% of 220,000 active;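 active means inhibition above the campaign mean of all tested compounds plus 3 SD, cut at about 14% in these data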;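 further: plate controls were DMSO wells with RBBP9 for no effect and wells lacking RBBP9 protein for full effect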
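System: RBBP9 protein / Quantity: 2.5 µM RBBP9 dispensing solution, before mixing / Also added: Serine-hydrolase probe FP-Rh, 375 nM pre-mixing / Dosing: 7.94 µM single dose, 0.794% DMSO / Timing: enzyme-compound preincubation 30 min, then probe labeling 45 min, 25 °C / Signal: FP readout at 525/598 nm / Controls: DMSO-treated enzyme wells and wells lacking RBBP9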
BaF3 parental: counter-screen for JAK2V617F inhibitors: parental Ba/F3 viability inhibitors; CellTiter-Glo ATP luminescence; inhibition, % at 5.6 µM; 1.1% of 220,000 active;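 active means inhibition above a per-campaign cutoff, the mean inhibition of all tested compounds plus 3 SD, cut at about 27% in these data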;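 further: 0% = DMSO wells and 100% = JAK Inhibitor I control wells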
NPY-Y2 PAM-ag: human NPY-Y2 potentiation or agonism, primary screen; P49146; cells expressing NPY-Y2, potentiator/agonist read-out; activation, % at 3.6 µM; 0.45% of 220,000 active; AID 1359; in the data active means activation above about 27%;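 further: cells stimulated with NPY near EC25 plus isoproterenol at EC100; 0% = vehicle plus submaximal agonist and 100% = vehicle plus saturating agonist; some results beyond the cut were filed as inactive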
Starred values were filed as active, the others as inactive; / = no result given.

SMILES | S1P4 ag | Runt-CBFb FRET | NPY Y1 blocker | NPY1 pot ag | Ba/F3 V617F tox | S1P4 antagonist | RBBP9 inhibitor | BaF3 parental | NPY-Y2 PAM-ag
COc1ccc(C2C=C(c3ccc(Br)cc3)Nc3nc(N4C(=O)CCC4=O)nn32)cc1 (configuration not stated) | 0.6 | -152 | -2 | 2 | -3 | -5 | -10 | 0 | -2
O=C(NCc1ccco1)C1(c2ccccc2)CCCC1 | 1.6 | 0 | 2 | 5 | -1 | -2 | -3 | 4 | -10
Cc1ccc(-c2nc3ccccc3[nH]c2=O)cc1 | 1.3 | 1 | / | -4 | 0 | -4 | -5 | -3 | -13
CN(C(=O)c1cccnc1)c1nnc(-c2cccnc2)s1 | 0.8 | 0 | -4 | 5 | 1 | 0 | -2 | 4 | -4
CCC(CC)C1C(C#N)=C(N)Oc2n[nH]c(C)c21 (configuration not stated) | 1.4 | 0 | -6 | 14 | -1 | -8 | -5 | 92* | 2
CCOC(=O)c1cc(C#N)c(Oc2cccc(C(F)(F)F)c2)nc1-c1ccccc1 | 1.0 | -4 | 9 | -42 | 4 | -19 | -13 | 3 | -12
COc1ccc(CNC(=O)CSc2ccc(Br)cc2)cc1OC | -1.2 | 1 | 6 | -8 | -6 | -11 | 0 | -2 | -7
C#CCOC(=O)C1C2C=CC(C2)C1C(=O)O (configuration not stated) | -1.0 | 3 | 0 | 11 | -4 | 1 | -3 | 5 | 2
COc1ccccc1Nc1nc(-c2ccc([N+](=O)[O-])cc2)nc2ccccc12 | 7.4 | / | -3 | 3 | 4 | -5 | -2 | 5 | -11
C=C(C)C1CC=C(C)/C(=N/NC(=O)c2ccccc2[N+](=O)[O-])C1 (configuration not stated) | -1.5 | 0 | -2 | 1 | 2 | 0 | -1 | 8 | -15
Cc1ccc(S(=O)(=O)NCC2CCC(C(=O)NCc3ccc4c(c3)OCO4)CC2)cc1 (configuration not stated) | -0.5 | 0 | -4 | -18 | -4 | -6 | -1 | 1 | -1
COc1ccc2c(C(=O)CN3CCN(CCO)CC3)c[nH]c2c1 | 2.8 | -3 | -3 | -13 | 3 | 5 | -3 | 0 | 5
CCOc1ccccc1NC(=O)CN(c1ccc(C)cc1)S(=O)(=O)c1c(C)noc1C | 0.8 | -2 | 12 | -20 | -3 | -13 | -7 | 1 | -7
O=C(c1cc(-c2ccccn2)nc2ccc(Br)cc12)N1CCN(S(=O)(=O)c2ccccc2)CC1 | -0.5 | 3 | -6 | -3 | -2 | -1 | 1 | 0 | 1
CC(C)(C)c1cc(-c2n[nH]c(=S)n2-c2ccc(Cl)cc2)n[nH]1 | 1.2 | 17 | / | 9 | 2 | 11 | -11 | 4 | 7
O=C(NCc1cccs1)C1CC(c2ccc(Cl)cc2)=NO1 (configuration not stated) | -0.2 | 0 | 0 | -13 | -2 | 2 | -2 | 1 | -10
Cc1ccccc1-n1c(Cn2c(=O)sc3ccccc32)nnc1SC(C)C | -1.1 | 0 | 1 | 9 | -2 | -11 | 1 | 7 | -3
CCCCc1nc2sc3c(c2c(=O)[nH]1)CCC3 | -0.4 | 1 | -6 | -17 | 3 | 8 | -4 | 2 | -5
C#CCSc1nnc(-c2ccc([N+](=O)[O-])cc2)o1 | -0.6 | -1 | -2 | 2 | 0 | -5 | -9 | 3 | -8
Cc1cc(=O)oc2cc(NC(=O)CC3(CC(=O)O)CCCC3)ccc12 | 1.6 | 1 | / | -2 | 2 | -6 | -7 | -2 | 0

2 neighbouring records out of the list so far, quoted:
SMILES | S1P4 ag | Runt-CBFb FRET | NPY Y1 blocker | NPY1 pot ag | Ba/F3 V617F tox | S1P4 antagonist | RBBP9 inhibitor | BaF3 parental | NPY-Y2 PAM-ag
C#CCSc1nnc(-c2ccc([N+](=O)[O-])cc2)o1 | -0.6 | -1 | -2 | 2 | 0 | -5 | -9 | 3 | -8
Cc1cc(=O)oc2cc(NC(=O)CC3(CC(=O)O)CCCC3)ccc12 | 1.6 | 1 | / | -2 | 2 | -6 | -7 | -2 | 0

Additional entries follow:
SMILES | S1P4 ag | Runt-CBFb FRET | NPY Y1 blocker | NPY1 pot ag | Ba/F3 V617F tox | S1P4 antagonist | RBBP9 inhibitor | BaF3 parental | NPY-Y2 PAM-ag
Cc1ccc(NC(=O)COC(=O)/C=C/c2ccc(Br)o2)cc1S(=O)(=O)N(C)C | 0.0 | 0 | 6 | 3 | 0 | -15 | -2 | 2 | 1
O=C(CSc1ccc(-c2nc3ccccc3[nH]2)cn1)N1CCN(C(=O)c2ccco2)CC1 | 3.6 | -2 | 14 | -9 | -4 | 1 | -6 | 3 | 14
NC(=S)Nc1ccc(C(F)(F)F)cc1Cl | 1.7 | 0 | / | 1 | -4 | -8 | -5 | -4 | 13
Cn1c(=O)c(-c2ccccc2N)nc2ccccc21 | 0.7 | -2 | 1 | 29 | 2 | -36 | -1 | 1 | 4
COc1ccccc1NS(=O)(=O)c1cccc(C(=O)OCc2nc3ccccc3s2)c1 | 0.7 | -3 | 7 | -3 | -1 | -16 | -9 | 8 | -2
CCC(=O)Nc1ccc(C(=O)c2ccccc2)cc1 | -1.7 | 1 | -3 | 24 | 3 | 0 | 5 | 5 | -3
Cc1cc(C)n2nc(C(=O)NCc3ccco3)nc2n1 | 1.6 | / | -2 | 14 | -2 | -32 | 3 | -1 | 0
CC1CCCCC1NC(=O)C1CCC(CNc2c(N3CCCCC3)c(=O)c2=O)CC1 (configuration not stated) | -0.2 | -5 | / | 1 | -6 | 4 | -9 | 1 | -16
O=C(c1ccccc1)C1CCN(c2ncccc2[N+](=O)[O-])CC1 | 0.2 | -2 | / | 9 | 2 | 0 | -6 | -3 | 22
COc1ccccc1NC(=S)Nc1cccc(F)c1 | 3.0 | 0 | 6 | 9 | -2 | -24 | -1 | 4 | 4
CCOc1cc(C)ccc1OCc1nnc(SCC(=O)c2cccc([N+](=O)[O-])c2)n1CC | 2.0 | -6 | 2 | 15 | 0 | -3 | -1 | 3 | 4
COc1ccccc1-c1nnc(SC)n1C | 1.4 | 1 | 4 | -5 | 5 | 0 | 7 | 9 | -4
O=C(Cn1cc[n+](CC(=O)c2ccc(Cl)cc2Cl)c1)c1ccc(Cl)cc1Cl | -0.7 | 0 | / | 3 | 0 | -7 | -1 | -3 | -21
CC(=O)CC(C)(C)n1nnc(-c2ccccc2)n1 | 0.0 | 2 | 2 | -5 | 3 | -11 | 2 | 0 | -3
c1ccc(COn2nnc3ccccc32)c(COn2nnc3ccccc32)c1 | 1.5 | -2 | 8 | -47 | -1 | -3 | -5 | 0 | 0
Cc1ccc(S(=O)(=O)CCC(=O)Nc2ccc3nc(C)sc3c2)cc1 | -1.1 | 1 | 1 | -2 | 4 | -7 | -11 | 6 | -8
Cc1ccc(C)c(N2CCN(Cc3nnnn3C3CCCCC3)CC2)c1 | 1.2 | -2 | 7 | -8 | -2 | -18 | -4 | 0 | -19
COc1ccc(C2CC(C(F)(F)F)n3nc(C(=O)NCCCn4ccnc4)cc3N2)cc1OC (configuration not stated) | 0.5 | -4 | -4 | 8 | -1 | -6 | -6 | 0 | 17
CN(CCN1CCOCC1)Cc1nc(-c2ccc(Cl)cc2)no1 | 0.0 | 0 | / | 20 | 0 | -16 | -3 | 3 | 2
CCN(CC)S(=O)(=O)c1ccc(C(=O)Nc2cc(C)cc(C)c2)cc1 | -1.2 | -2 | 2 | -10 | -1 | -6 | -12 | 5 | -10
Nc1c(C(=O)c2ccc(Cl)cc2)oc2ccccc12 | 0.8 | -3 | 0 | 22 | 0 | 8 | -2 | 6 | 7
O=C(O)Cn1cc(C(=S)N2CCCCC2)c2ccccc21 | -5.4 | 19 | 1 | 8 | -2 | -3 | 4 | -2 | -9
O=C(CCN1CCN(c2ccc(Cl)cc2)CC1)Nc1nccs1 | -1.2 | 2 | 9 | -2 | -5 | -5 | -9 | 1 | 3
Cc1ccc(S(=O)(=O)Nc2ccc(-c3nnc(SCC#N)n3C)cc2)cc1 | -1.6 | -1 | 2 | 7 | 4 | 8 | 4 | 8 | -5
C#CCOCCOCCOCCNc1nc(N2CCN(C(=O)C([C@@H](C)CC)n3cc(C(N)Cc4ccc(O)cc4)nn3)CC2)nc(N2CCN(C(=O)[C@H](CCC(=O)O)n3cc(C(N)Cc4ccc(O)cc4)nn3)CC2)n1 (some centres not stated) | -0.7 | 4 | -3 | -6 | 2 | 6 | -7 | 4 | 7
Cc1ccccc1C1CC(c2ccc(F)cc2)Nc2nc(N)nn21 (configuration not stated) | -0.2 | 2 | -5 | 4 | 1 | 5 | -9 | 5 | 15
COCCCNS(=O)(=O)c1ccc2c(c1)OCCO2 | -0.4 | -1 | 1 | -12 | 6 | 2 | -1 | 10 | -1
COC(=O)c1ccc(Cn2cc(Cl)cn2)cc1 | 2.1 | -1 | 0 | -6 | 0 | -4 | -3 | 1 | 7
Cn1nc2c3ccccc3n(Cc3ccccc3)c2nc1=S | 1.1 | 1 | / | -71 | 0 | 10 | -15 | -3 | 1
Cc1nc(CC(=O)c2c(C)cc(O)cc2O)cs1 | 0.3 | 2 | 2 | -4 | -5 | -11 | -9 | 2 | -3
Cc1[nH]c2ccccc2c1C(c1ccncc1)N1CCN(c2ccccn2)CC1 (configuration not stated) | -0.1 | 4 | 3 | 6 | -1 | 4 | 11 | -1 | 5
COc1ccc(/C=C2/SC(=O)N(CCNC(=O)C3CCCN3C(=O)c3cccs3)C2=O)cc1 (configuration not stated) | -0.5 | -4 | 0 | 19 | -1 | -6 | 5 | 3 | 6
COc1ccc(S(=O)(=O)N2CCC(C(=O)N3CCN(c4ccccc4OC)CC3)CC2)cc1 | -0.2 | -1 | 4 | 16 | 3 | 1 | -1 | 8 | -7
O=C(c1cc(COc2ccc(F)cc2Cl)on1)N1CCC(OCc2cccnc2)CC1 | 3.5 | -2 | -5 | 0 | 4 | -24 | 0 | 6 | -10
O=C(Cn1cnc2ccccc2c1=O)Nc1nnc(C2CC2)s1 | -0.2 | 0 | 7 | 5 | -1 | -12 | -8 | 6 | -5
O=C(c1cccc(S(=O)(=O)N2CCCC2)c1)N1CCN(c2ccccc2)CC1 | -0.7 | 2 | 7 | -9 | 4 | 7 | 5 | 6 | -6
O=C(/C=C/NNC(=O)c1ccccc1)c1ccccc1 | 2.9 | -1 | 0 | -5 | -3 | -8 | -11 | 1 | 9
CCOC(=O)c1oc2ccccc2c1CN1CCOCC1 | 0.0 | -2 | 5 | 15 | 0 | 0 | -4 | 4 | 4
Cn1cc([N+](=O)[O-])c(C(=O)N/N=C/c2ccccc2)n1 | 0.9 | -6 | 2 | -2 | 2 | -6 | -5 | 1 | -3
COc1ccc(/C=C/C(=O)NC2=NCCS2)cc1OC | 0.1 | 0 | 6 | 5 | 1 | -5 | -6 | 9 | 0
CCOC(=O)CSc1nncc2ccc(OC)c(OC)c12 | 0.4 | -1 | 5 | 11 | -4 | -4 | -1 | 0 | 2
CCN1C(C)=C(C)S/C1=C1\SC(=S)N(N)C1=O | 1.0 | 14 | 3 | -8 | -1 | -11 | -10 | 5 | -7
